# UHRF1 MBD2 ctr: UHRF1 methylated DNA binding inhibitors, primary screen, counter-screen for MBD2 inhibitor project, biochemical, TR-FRET, human UHRF1, single concentration; E3 ubiquitin-protein ligase UHRF1 (Homo sapiens), Q96T88; UHRF1 binding to methylated oligo; inhibition, % at 4.4 µM; 370,000 tested, 0.75% active; AID 687016, 2013; in the data active = inhibition above about 21%;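 note: UHRF1 SRA domain binding a hemimethylated CpG hairpin DNA probe; 0% = median of test compound wells and 100% = reference inhibitor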
# TDP2 inh: human TDP2 enzyme inhibitors, primary screen, biochemical, epi absorbance, recombinant enzyme. Tyrosyl-DNA phosphodiesterase 2 (Homo sapiens), O95551. T5PNP hydrolysis, p-nitrophenol absorbance 415 nm. inhibition, % at 12.8 µM. 370,000 tested, 0.34% active;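 active = inhibition above the mean of all tested compounds plus 3 SD, set per campaign, cut at about 25% in these data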;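 note: 0% = DMSO with enzyme and 100% = buffer with substrate but no TDP2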
#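 System – recombinant human TDP2 · Quantity – TDP2 enzyme at 120 nM final · Doses – single concentration, 12.8 µM nominal, with 1% DMSO · Incubation – 2 h at 37 °C · Measured by – epi absorbance of p-nitrophenol freed from T5PNP by hydrolysis · Read-out – % inhibition relative to enzyme-containing and enzyme-free wells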
# Tn6 DDE FP: inhibitors of Tn6 peptide binding to fibrin DD(E), primary screen, biochemical, fluorescence polarization, human fibrin, Tn6 probe | Fibrinogen beta chain (Homo sapiens), P02675 | Fibrin DD(E) TRITC-Tn6 fluorescence polarization displacement | inhibition, % at 8.3 µM | 370,000 tested, 0.21% active;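 active = inhibition above a per-campaign cutoff: mean of compounds within control limits plus 3 SD, cut at about 15% in these data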;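 note: 0% = median of all compound wells on the plate and 100% = blocking peptide control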
# SIAE inh: human SIAE inhibitors, primary screen, biochemical, fluorescence polarization, FP-Rh probe, 1536-well HTS | Sialate O-acetylesterase (Homo sapiens), Q9HAT2 | 370,000 tested, 0.69% active | SIAE FP-Rh probe binding | inhibition, % at 9.66 µM;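 active = inhibition above a cutoff: mean of compounds within the control limits plus 3 SD of those, cut at about 17% in these data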;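 note: 0% = plate median of compound wells and 100% = probe without SIAE protein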
# Target sequence (Q9HAT2 whole entry, looked up): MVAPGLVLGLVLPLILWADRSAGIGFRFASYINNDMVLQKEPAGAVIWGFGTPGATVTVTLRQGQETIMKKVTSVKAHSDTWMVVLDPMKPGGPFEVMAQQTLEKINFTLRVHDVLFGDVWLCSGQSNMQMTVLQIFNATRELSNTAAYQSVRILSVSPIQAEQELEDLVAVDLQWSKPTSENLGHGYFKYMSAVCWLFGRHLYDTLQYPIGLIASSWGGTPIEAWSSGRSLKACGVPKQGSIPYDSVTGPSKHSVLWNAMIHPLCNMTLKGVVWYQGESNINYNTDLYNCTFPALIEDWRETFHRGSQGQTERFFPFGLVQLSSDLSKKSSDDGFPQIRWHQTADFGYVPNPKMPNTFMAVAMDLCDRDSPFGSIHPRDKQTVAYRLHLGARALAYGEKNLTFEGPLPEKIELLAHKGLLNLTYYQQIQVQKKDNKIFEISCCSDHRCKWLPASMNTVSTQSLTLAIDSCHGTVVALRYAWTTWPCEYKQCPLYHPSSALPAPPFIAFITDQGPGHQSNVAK
# proKLK7 act: proKLK7 zymogen activators, primary screen, biochemical, fluorescence intensity | activation, % at 7 µM | 370,000 tested, 0.9% active | purified proKLK7, EDANS-DABCYL substrate fluorescence; 100% is mature enzyme control, 0% vehicle;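 active = activation above the mean of all tested compounds plus 3 SD, computed per campaign excluding outliers beyond control limits, cut at about 13% in these data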
# Target sequence (P49862 whole entry, looked up): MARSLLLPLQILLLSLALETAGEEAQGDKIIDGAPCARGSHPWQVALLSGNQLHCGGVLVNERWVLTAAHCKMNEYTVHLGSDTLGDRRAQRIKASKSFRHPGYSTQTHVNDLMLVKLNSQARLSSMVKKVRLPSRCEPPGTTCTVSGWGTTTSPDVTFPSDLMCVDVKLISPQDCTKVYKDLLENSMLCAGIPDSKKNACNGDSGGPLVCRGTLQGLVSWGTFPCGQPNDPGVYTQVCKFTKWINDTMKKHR
# LEDGF integ inh: blockers of LEDGF/p75-dependent integrase strand transfer – biochemical, TR-FRET, high throughput, primary screen; HIV-1 integrase (with human LEDGF/p75); TR-FRET IN-LEDGF/p75 DNA integration, Eu/Cy5; inhibition, % at 3.7 µM; 370,000 tested, 0.64% active;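 active = inhibition above the screen-wide mean plus 3 SD, cut at about 13% in these data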;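 note: signal is the Cy5 over europium emission ratio at 671 and 618 nm; 0% = plate median of compound wells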
# Tn7 DDE FP: inhibitors of Tn7 peptide binding to fibrin DD(E), primary screen, biochemical, fluorescence polarization, human fibrin, Tn7 probe | FP displacement of FITC-Tn7 peptide from fibrin DD(E); 0% = median of compound wells per plate | inhibition, % at 8.3 µM | 370,000 tested, 0.13% active | AID 720508, 2013;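 active = inhibition above the mean of compounds falling within the control limits plus 3 SD of them, cut at about 14% in these data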;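 note: 0% = plate median of compound wells and 100% = 10 µM Aha-Tn7 peptide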
#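 Assay system: human fibrin DD(E) protein / Input: 2 µM fibrin DD(E) / Benchmarks: high control of 10 µM Aha-Tn7 peptide / Measured by: fluorescence polarization of the labelled Tn7 tracer / Medium: Tris buffer with calcium and detergent, pH 7.8 / Timing: 10 min compound pre-incubation, 3 h probe incubation at room temperature / Repeats: one replicate per compound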
# TCR-CD3 inh: inhibitors of human TCR-CD3 interaction, primary screen, biochemical, fluorescence, TAMRA-labeled TCR probe. inhibition, % at 9.4 µM. 360,000 tested, 0.37% active. AID 651800, 2012; in the data active = inhibition above about 19%;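 note: recombinant mutant TCR 2C K166C tagged with TAMRA read by polarization; 0% = receptor in buffer alone and 100% = receptor with positive control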
# PRMT1 inh: PRMT1 methyltransferase inhibitors, primary screen, biochemical, fluorescence polarization. inhibition, % at 2.79 µM. AID 652257, 2013. 370,000 tested, 1.3% active. recombinant PRMT1, activity-based probe fluorescence polarization;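 active = inhibition above about 21% made by adding two undisclosed values, limit read from the data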
# MBD2 DNA inh: inhibitors of MBD2 binding to methylated DNA, primary screen, biochemical, TR-FRET, DNA-binding domain, human; 370,000 tested, 0.31% active; inhibition, % at 4.4 µM; MBD2 binding to methylated oligonucleotide; in the data active = inhibition above about 13%
# * hit, by the source's call; x = not tested or not shown.
SMILES,UHRF1 MBD2 ctr,TDP2 inh,Tn6 DDE FP,SIAE inh,proKLK7 act,LEDGF integ inh,Tn7 DDE FP,TCR-CD3 inh,PRMT1 inh,MBD2 DNA inh
CCOC(=O)c1[nH]ncc1CN1CCN(Cc2ccc(C)cc2)C(CCO)C1 (stereo not given),0,14,0,-2,-0.3,0,6,2,-3,6
CCN(CCn1cccn1)C(=O)CCc1nnc(CCCc2ccccc2)o1,-4,3,2,4,0.2,3,-9,3,-4,-3
CCOc1ccc(C(=O)Nn2cnnc2)cc1,6,4,4,8,-0.4,4,0,-2,-1,2
O=C(O)CCCC(=O)Nc1ccc(Oc2ncnc3cc(Cl)ccc23)nc1,-1,-2,-7,3,-0.5,2,-3,-1,-7,-1
OCn1ncn(-c2ccccc2)c1=S,0,9,2,-2,0.7,1,0,0,-4,-2
O=C(NCc1nnc(SCC(=O)N2CCN(c3ccccc3)CC2)o1)c1c(F)cccc1F,4,-8,-2,-1,-0.1,-4,0,-7,3,4
CCCS(=O)(=O)N1CCN(C(=O)c2ccccc2F)CC1,0,-2,-2,-1,-0.6,-5,1,2,1,1
O=S(=O)(c1cc(Cl)ccc1Cl)n1ccnc1,-2,5,3,-1,0.4,-1,9,4,1,1
O=S(=O)(c1ccc2ccccc2c1)N(CC(O)COCc1ccco1)c1ccccc1 (stereo not given),6,-6,-8,-1,0.1,0,-4,2,2,3
O=C(Nc1ccccc1C(F)(F)F)c1cc(S(=O)(=O)N2CCC3(CC2)OCCO3)ccc1F,0,1,2,-1,0.1,2,6,5,-2,-2
CCOc1cc(/C=N/NC(=O)Nc2ccccc2)ccc1O,-1,-3,4,-2,-4.3,0,-2,0,-1,-4
CC(=O)NNC(=S)Nc1cccc(F)c1,4,9,7,-1,0.1,-2,2,-3,4,3
CC(=O)[C@@H]1[C@@H](C)N(Cc2ccccc2)C(=O)N[C@H]1c1ccccc1,4,6,-1,2,0.6,0,-9,5,0,-1
CCOC(=O)CN1C(=O)S/C(=C/c2ccc(O)c([N+](=O)[O-])c2)C1=O,-6,-5,4,-8,0.4,-8,8,-3,9,-11
O=C(COc1ccccc1Cl)NC1CC1,-1,12,2,2,-0.1,2,5,0,-2,-5
O=C(O)Cn1c(SCc2cccc3ccccc23)nc2ccccc21,-1,5,3,4,-0.1,0,6,1,2,-1
CC(C(=O)N1CCCc2ccccc21)N1CCN(S(=O)(=O)c2ccccc2F)CC1 (stereo not given),4,2,-4,1,0.1,5,1,-2,3,3
COc1ccc(Cc2nnc(N/N=C/c3ccc(O)cc3)[nH]c2=O)cc1OC,0,-25,2,-9,0.3,-6,-5,-8,-5,-7
C=C(C)c1cccc(C(C)(C)NC(=O)Nc2ccc3[nH]c(=O)[nH]c3c2)c1,9,-4,0,19*,1.0,-1,0,1,0,9
COc1ccc(-c2oc3ncn4nc(COc5ccccc5)nc4c3c2-c2ccc(OC)cc2)cc1,-1,4,0,4,-0.1,4,-4,1,-2,-6
CCCCC(=O)Nc1cc(OCC)c(NC(=O)c2ccccc2[N+](=O)[O-])cc1OCC,1,-10,-1,0,0.3,4,-1,-4,-4,-1
O=S(=O)(Nc1ccc2nc(N3CCOCC3)sc2c1)c1ccc(Cl)cc1,-2,-7,-8,4,-0.2,-1,-3,-5,-4,-3
O=C(c1cc(S(=O)(=O)N2CCOCC2)ccc1Cl)N1CCc2ccccc2C1,-3,-2,1,1,0.0,0,-2,-1,1,-5
Cc1ccc(OCC(=O)OCC(=O)NC2CCS(=O)(=O)C2)cc1C (stereo not given),-2,4,-2,-4,-0.5,-3,6,-7,4,-4
C=CC[C@H](CC(=O)NCCO)C(=O)N[C@@H](COC(=O)[C@H](CC=C)CC(=O)OC(C)(C)C)Cc1ccccc1,-3,1,4,0,-0.1,4,0,3,-1,-1

# New compounds follow.
SMILES,UHRF1 MBD2 ctr,TDP2 inh,Tn6 DDE FP,SIAE inh,proKLK7 act,LEDGF integ inh,Tn7 DDE FP,TCR-CD3 inh,PRMT1 inh,MBD2 DNA inh
CC1CCc2c(sc3ncn(Cc4ccc(C(=O)O)cc4)c(=O)c23)C1 (stereo not given),-2,-3,7,-1,0.8,-1,-3,-4,-3,-2
Cc1[nH]c2ccccc2c1C(=O)C(=O)N1CCN(C)CC1,-2,2,1,5,0.2,1,2,10,-1,1
COC(=O)[C@@]12C[C@@H](CC(=O)NCc3ccc(OC)c(OC)c3)C(=O)N(Cc3ccco3)C1=CCC(C)(C)C2,1,-3,2,-1,1.1,-3,0,-7,5,1
Cc1ccccc1NC(=S)Nc1ccc2cn[nH]c2c1,-4,-18,-1,-7,-0.2,5,-1,8,-2,-4
Cc1ccc(S(=O)(=O)NC[C@H]2O[C@@H](n3cnc4c(N)ncnc43)[C@H](O)[C@@H]2O)s1,-3,-1,6,-4,0.8,-2,-6,3,0,3
O=C(CN(Cc1ccccc1)S(=O)(=O)c1ccccc1)NC1CC1,-3,-6,1,-6,0.1,-7,2,4,5,6
CCCCCCCCN1C(=O)[C@H](CC(=O)N2CCCCC2)C[C@@]2(C(=O)OC)CCCCC=C12,2,-2,-4,-1,-0.2,-2,1,2,7,-3
CCOC(=O)C1=C(C)N=C2c3ccccc3C(=O)C2C1c1ccc(C)cc1 (stereo not given),7,-1,-3,-2,-0.8,0,3,2,1,-2
CCCC1CCC2(CCC(=O)N2CCSc2ccccc2)CC1 (stereo not given),-2,-9,6,0,0.6,6,3,x,-4,-5
C[C@H](O)[C@@H]1C(=O)N2CCc3c([nH]c4cccc(-c5ccccc5)c34)[C@@H]2C[C@@H]1N(C)C(=O)c1ccco1,0,2,-3,-2,-41,-1,-8,-1,8,-2
COc1ccc(NC(=O)/C(C#N)=C\c2ccc(Br)o2)cc1,14,7,8,-10,0.5,2,2,-7,4,14*
COC(=O)c1ncccc1SC,4,-4,-4,-2,0.0,-3,1,-4,3,2
COC(=O)c1ccc(COc2ccccc2/C=C/C(=O)c2ccc(OCC(=O)O)cc2)cc1,4,23,9,-34,-8.8,1,-6,1,10,10
O=C(NCCNc1ccc([N+](=O)[O-])cc1C(F)(F)F)c1ccccc1,1,0,6,3,0.3,-2,6,-8,2,-5
Cc1cccc(-c2onc3ccc(C4(C)OCCO4)cc23)c1,-3,0,-1,0,0.3,1,-2,4,0,1
c1ccc2c(-c3cccc4nccn34)cncc2c1,-1,0,13,0,-0.9,-1,8,-4,7,3
Cc1nn(-c2ccccc2)c(C)c1C(=O)NCCc1ccc(Cl)cc1,-2,13,-4,7,-0.1,-2,-3,7,-5,1
CCOC(=O)N1CCN(c2c(NCCN(C)Cc3ccccc3)c(=O)c2=O)CC1,-1,-1,-4,7,-0.8,-3,-8,1,-3,-3
Cc1ccccc1C(=O)NC(=S)N(C)CCc1ccccn1,0,-13,10,-2,-0.4,1,-3,5,-2,-3
CCCc1cc(Nc2cccc(OCC)c2)n2ncnc2n1,-2,4,-4,-2,0.4,0,-11,8,-2,4
Cc1cc(NS(=O)(=O)c2ccc(N)cc2)no1,16,-4,6,-4,-0.4,1,-9,-1,-2,-3
O=C(c1ccccc1Br)N1CCN(c2ncccn2)CC1,3,-3,1,1,-0.3,3,-10,-5,-2,2
COc1cc(NC(=O)c2ccccc2)c(OC)cc1NC(=O)CN1CCOCC1,0,-2,2,4,0.2,-3,1,7,-1,0
CC1(C)Cc2c(sc3c2c(=O)n(-c2cccc(Cl)c2)c(=O)n3CC(N)=O)CO1,5,3,-8,-2,0.4,0,6,5,8,10
CCCNC(=O)c1ccc(COc2ccc(C(C)(C)C)cc2)o1,0,-3,3,7,0.5,1,3,6,-2,-1

# Part of the list above, with tabs.
Structure	UHRF1 MBD2 ctr	TDP2 inh	Tn6 DDE FP	SIAE inh	proKLK7 act	LEDGF integ inh	Tn7 DDE FP	TCR-CD3 inh	PRMT1 inh	MBD2 DNA inh
CCOC(=O)C1=C(C)N=C2c3ccccc3C(=O)C2C1c1ccc(C)cc1 (stereo not given)	7	-1	-3	-2	-0.8	0	3	2	1	-2
CCCC1CCC2(CCC(=O)N2CCSc2ccccc2)CC1 (stereo not given)	-2	-9	6	0	0.6	6	3	x	-4	-5
C[C@H](O)[C@@H]1C(=O)N2CCc3c([nH]c4cccc(-c5ccccc5)c34)[C@@H]2C[C@@H]1N(C)C(=O)c1ccco1	0	2	-3	-2	-41	-1	-8	-1	8	-2
COc1ccc(NC(=O)/C(C#N)=C\c2ccc(Br)o2)cc1	14	7	8	-10	0.5	2	2	-7	4	14*
COC(=O)c1ncccc1SC	4	-4	-4	-2	0.0	-3	1	-4	3	2
COC(=O)c1ccc(COc2ccccc2/C=C/C(=O)c2ccc(OCC(=O)O)cc2)cc1	4	23	9	-34	-8.8	1	-6	1	10	10
O=C(NCCNc1ccc([N+](=O)[O-])cc1C(F)(F)F)c1ccccc1	1	0	6	3	0.3	-2	6	-8	2	-5
Cc1cccc(-c2onc3ccc(C4(C)OCCO4)cc23)c1	-3	0	-1	0	0.3	1	-2	4	0	1
c1ccc2c(-c3cccc4nccn34)cncc2c1	-1	0	13	0	-0.9	-1	8	-4	7	3
Cc1nn(-c2ccccc2)c(C)c1C(=O)NCCc1ccc(Cl)cc1	-2	13	-4	7	-0.1	-2	-3	7	-5	1
CCOC(=O)N1CCN(c2c(NCCN(C)Cc3ccccc3)c(=O)c2=O)CC1	-1	-1	-4	7	-0.8	-3	-8	1	-3	-3
Cc1ccccc1C(=O)NC(=S)N(C)CCc1ccccn1	0	-13	10	-2	-0.4	1	-3	5	-2	-3

# Screening data deposited in PubChem by The Scripps Research Institute Molecular Screening Center.
